Assay outcomes as filed in PubChem.
TWEAK-Fn14 inh = inhibitors of TWEAK-Fn14 signaling, primary screen, luciferase reporter cells, uHTS; actives 2% (n = 360,000); AID 1159606, 2016; inhibition, % at 10 µM; TWEAK-stimulated Fn14 reporter cells, luciferase luminescence, 8 h; in the data active = inhibition above about 50%
SRC1 inh = SRC1 coactivator transcriptional activity inhibitors, primary screen, cell-based, luminescence | HEK293 GAL4-SRC1 luciferase reporter | inhibition, % at 3.6 µM | actives 0.12% (n = 360,000);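 active = inhibition above the campaign mean plus 3 SD, with each screening campaign given its own cutoff, cut at about 60% in these data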;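 also: 0% = DMSO treated cells and 100% = gossypol at 36 µM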
Target sequence (Q15788 whole entry, looked up, the tested form may be a part): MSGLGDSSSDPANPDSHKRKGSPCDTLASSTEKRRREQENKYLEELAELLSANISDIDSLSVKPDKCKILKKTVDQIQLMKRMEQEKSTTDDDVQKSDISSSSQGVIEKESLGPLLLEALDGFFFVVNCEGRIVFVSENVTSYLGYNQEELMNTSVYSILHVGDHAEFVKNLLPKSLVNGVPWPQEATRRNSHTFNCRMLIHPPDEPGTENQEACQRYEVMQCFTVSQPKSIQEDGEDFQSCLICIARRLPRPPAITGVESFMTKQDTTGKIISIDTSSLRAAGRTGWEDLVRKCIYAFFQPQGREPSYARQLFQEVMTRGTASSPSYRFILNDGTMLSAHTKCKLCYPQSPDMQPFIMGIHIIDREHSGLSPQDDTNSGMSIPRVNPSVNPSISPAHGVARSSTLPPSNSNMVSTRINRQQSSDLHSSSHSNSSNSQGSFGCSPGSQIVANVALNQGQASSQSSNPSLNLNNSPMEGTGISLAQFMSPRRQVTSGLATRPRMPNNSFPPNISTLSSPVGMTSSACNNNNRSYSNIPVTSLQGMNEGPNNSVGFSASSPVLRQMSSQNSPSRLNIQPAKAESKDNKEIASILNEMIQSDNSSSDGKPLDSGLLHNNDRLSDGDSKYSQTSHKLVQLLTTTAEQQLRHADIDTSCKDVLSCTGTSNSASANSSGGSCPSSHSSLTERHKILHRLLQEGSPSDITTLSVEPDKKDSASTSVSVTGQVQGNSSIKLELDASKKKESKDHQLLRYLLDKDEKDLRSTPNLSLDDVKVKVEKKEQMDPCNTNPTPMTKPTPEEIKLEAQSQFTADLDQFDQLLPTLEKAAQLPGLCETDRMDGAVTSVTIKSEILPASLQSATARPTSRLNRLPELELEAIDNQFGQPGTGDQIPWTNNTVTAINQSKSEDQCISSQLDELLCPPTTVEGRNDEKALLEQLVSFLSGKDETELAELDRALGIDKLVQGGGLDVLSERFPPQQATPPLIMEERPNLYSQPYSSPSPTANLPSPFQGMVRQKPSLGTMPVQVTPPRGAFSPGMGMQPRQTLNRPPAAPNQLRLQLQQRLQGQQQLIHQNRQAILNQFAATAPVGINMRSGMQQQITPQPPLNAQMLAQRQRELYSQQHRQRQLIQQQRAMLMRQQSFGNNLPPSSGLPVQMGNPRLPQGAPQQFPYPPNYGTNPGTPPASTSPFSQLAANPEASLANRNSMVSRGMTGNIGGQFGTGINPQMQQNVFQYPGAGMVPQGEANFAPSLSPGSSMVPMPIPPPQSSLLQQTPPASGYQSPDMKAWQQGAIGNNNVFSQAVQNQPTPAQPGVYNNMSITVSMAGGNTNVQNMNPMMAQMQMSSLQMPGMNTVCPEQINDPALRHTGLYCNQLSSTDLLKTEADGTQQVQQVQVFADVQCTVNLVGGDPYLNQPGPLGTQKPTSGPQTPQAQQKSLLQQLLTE
NCOA3 inh = SRC3 coactivator transcriptional activity inhibitors, primary screen, cell-based, luminescence. Nuclear receptor coactivator 3 (Homo sapiens), Q9Y6Q9. HEK293 GAL4-SRC3 luciferase reporter. inhibition, % at 3.6 µM. actives 0.17% (n = 360,000);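 active = inhibition above a per-campaign cutoff, the mean of all compounds plus 3 SD, cut at about 60% in these data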;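 also: 0% = DMSO-treated cells and 100% = gossypol-treated cells at 36 µM; higher means less SRC3-driven luciferase light from the GAL4 reporter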
COUP-TFII inh = NR2F2 transcriptional activity inhibitors, primary screen, cell-based, luciferase reporter, HEK293T, luminescence; inhibition, % at 8.6 µM; AID 686940, 2013; COUP transcription factor 2 (Homo sapiens), P24468; actives 0.7% (n = 370,000); HEK293T NGFI-A luciferase reporter;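 active = inhibition above a per-plate cutoff, mean inhibition of test wells between control levels plus 3 SD, cut at about 38% in these data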;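 also: cells cotransfected with COUP-TFII expression vector driving the NGFI-A reporter; 0% = median of COUP-TF2 test wells and 100% = reporter-only cells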
Shn3 3UTR inh = reduction of Shn3 3'UTR firefly luciferase signal, primary screen, Schnurri-3 inhibitor project, cell-based, Clone20 osteoblasts, set 2 | Clone20 osteoblast Shn3 3'UTR firefly luciferase, 24 h | inhibition, % at 12.5 µM | actives 0.52% (n = 360,000) | AID 588674, 2011;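 active = mean inhibition of at least 75% with every replicate also reaching 75%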;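 also: 0% = median of neutral control wells and 100% = pilot-screen positive control compound; some compounds past the cut are filed as inactive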
CF NFkB block = inhibitors of PAF-induced NF-kB signaling, primary screen, cell-based, GFP fluorescence, uHTS; KKLEB NF-kB-GFP reporter, GFP fluorescence overnight; inhibition, % at 5 µM; actives 0.86% (n = 360,000);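 active = at least 50% inhibition at 5 µM, scaled per plate between neutral and stimulator controls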;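 also: PAF is a Pseudomonas aeruginosa culture filtrate used as stimulus; plate controls were PAF-stimulated DMSO wells for no effect and unstimulated DMSO wells for full effect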
LMP1 NFkB inh = EBV LMP1-driven NF-kappaB luciferase reporter inhibitors, primary screen, cell-based, luminescence, single point. inhibition, % at 12.5 µM. AID 504558, 2011. LMP1-induced NF-kappaB luciferase reporter cells. actives 0.69% (n = 350,000); in the data active = inhibition above about 41%;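 also: 0% = neutral control wells and 100% = reference inhibitor control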
NR5A2 inv ag = LRH-1 (NR5A2) inverse agonists, primary screen, cell-based, luminescence, HEK293T, StAR-luciferase reporter; LRH-1 transfected, 24 h; inhibition, % at 3.6 µM; Nuclear receptor subfamily 5 group A member 2 (Homo sapiens), O00482; actives 0.13% (n = 360,000); AID 602396, 2012;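 active = inhibition above the mean inhibition of all tested compounds plus 3 SD, cut at about 73% in these data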;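 also: 0% = DMSO wells and 100% = reporter-only cells lacking LRH-1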
KKLEB cytotox = cytotoxicity in KKLEB CF airway cells, primary screen, cytotoxicity control for CF NF-kB inhibitor project, cell-based, uHTS, fluorescence assay plates; KKLEB CF airway cells viability, ATPlite luminescence, overnight; active compounds read low; cells stimulated with P. aeruginosa culture filtrate; activity change (cytotoxicity), % at 5 µM; actives 0.36% (n = 360,000);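 active = corrected activity change at or below -50% at 5 µM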
TROY NFkB inh = inhibitors of TROY-driven NF-kB signaling, primary screen, Q293 LMP1-TROYcd cells, NF-kB luciferase, uHTS | inhibition, % at 10 µM | actives 0.98% (n = 360,000) | Q293 LMP1-TROYcd NF-kB luciferase reporter, 4 h | AID 1347056, 2019;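 active = compounds whose plate-normalised and pattern-corrected inhibition of the luciferase reporter signal at the single screening dose is 50% or more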
C8 TRAIL sens = viability loss with TRAIL in NB7+C8 cells, primary screen, TRAIL sensitizer project, cell-based, ATPlite luminescence; actives 1% (n = 360,000); inhibition (viability loss, TRAIL sensitization), % at 10 µM;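 active = compounds causing at least 50% loss of cell viability in the single-dose screen, relative to plate controls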
* marks the source's active call; other numbers are inactive results; . = no result given. This is a subset (hit frequency here may not be typical).

1) Cn1c(N)c(C(=O)COC(=O)C2=NNC(=O)CC2)c(=O)n(C)c1=O
2) Cc1nn(CC(=O)NCCCc2ccccc2)c(=O)c2cccn12
3) O=C1CCC[C@H]2c3[nH]c4ccccc4c3CCN12
4) CC(C)Cn1c(N)c(C(=O)CSc2ccccc2)c(=O)n(C)c1=O
5) O=C(N/N=C/c1cc(Br)ccc1O)Nc1ccccc1
6) O=C(COc1ccc(F)cc1Cl)Nc1ccccc1C(=O)N1CCCCC1
7) CCN(CC)C1CCN(Cc2cn[nH]c2-c2ccc(OC)c(F)c2)C1 (stereo unspecified)
8) CCc1ccc(N2C(=O)Cc3c2nc(N)c(C#N)c3N)cc1

entry no.,1,2,3,4,5,6,7,8
TWEAK-Fn14 inh,-2,-12,10,39,31,-24,6,-25
SRC1 inh,2,-9,1,0,-24,-17,15,-47
NCOA3 inh,-15,3,21,13,8,-32,-14,-36
COUP-TFII inh,0,.,-8,-2,-31,-5,-16,-17
Shn3 3UTR inh,-4,-13,0,53,17,-23,0,-38
CF NFkB block,4,13,-3,16,-9,22,-2,-24
LMP1 NFkB inh,2,3,-9,10,0,-9,-6,-9
NR5A2 inv ag,-20,-7,6,-16,-15,5,8,-39
KKLEB cytotox,-7,-9,2,-15,0,-1,7,2
TROY NFkB inh,-10,-1,12,-5,-38,1,6,-19
C8 TRAIL sens,10,8,18,31,-7,-19,-10,-27

9) C[C@@H]1[C@@H](Sc2ccccc2)CC(=O)O[C@@H]1c1ccc(-c2ccccc2)cc1
10) CCOC(=O)c1cnc(-n2nc(C)cc2C)nc1NCc1ccccc1
11) COc1ccc(F)c(CN(C)CC2CCCN(CCc3ccc(F)cc3)C2)c1 (stereo unspecified)
12) CCN(CC)C(=O)Cn1cc(/C=C(\C#N)C(=O)NC2CC2)c2ccccc21
13) COc1cc(NC(=O)c2ccc(NC3=NC4CS(=O)(=O)CC4S3)cc2)cc(OC)c1OC (stereo unspecified)
14) Cc1cccc(C)c1N(CC(=O)NN=C1CCCCCC1)S(C)(=O)=O
15) O=C(CSc1ccccc1C(=O)O)NCc1ccc(Cl)cc1
16) CCOc1cc(OCC)cc(C(=O)N2CCC[C@@H]2C(=O)N2CCC[C@@H]2C(=O)NCc2ccccc2Cl)c1

entry no.,9,10,11,12,13,14,15,16
TWEAK-Fn14 inh,36,14,4,-13,4,6,-23,-8
SRC1 inh,13,-5,-8,-3,-14,3,-4,.
NCOA3 inh,14,-2,3,-3,-5,13,24,.
COUP-TFII inh,7,30,-13,8,4,-2,0,3
Shn3 3UTR inh,-24,47,10,6,-62,-26,12,.
CF NFkB block,62*,-14,-7,3,-8,3,-5,.
LMP1 NFkB inh,2,25,3,2,6,0,0,.
NR5A2 inv ag,24,23,17,-1,-14,0,3,7
KKLEB cytotox,-48,9,-9,16,5,-10,7,.
TROY NFkB inh,-27,37,-3,11,5,0,-14,6
C8 TRAIL sens,21,18,17,3,-10,-31,-4,-7

17) N#CC1=C(N)NC(SCC(=O)O)=C(C#N)C12CCCC2
18) COc1ccccc1N1CCN(C(=O)c2c(C)noc2C)CC1
19) COc1cccc(-n2nnnc2SCC(=O)NCc2ccco2)c1
20) CCCCOc1ccc(/C=N/NC(=O)c2nnn(-c3nonc3N)c2CN2CCCCCC2)cc1
21) CCCCCc1nnc(NC(=O)Cc2ccc([N+](=O)[O-])cc2)s1
22) O=C(NCC1CC1)c1onc(CSc2ccc(F)cc2)c1C(=O)NCC1CC1
23) Cc1cc(C(=O)N2CCC(C(=O)O)CC2)c(C(F)(F)F)o1
24) COc1cc(C)cc(C(=O)C=Cc2ccccc2)c1O

entry no.,17,18,19,20,21,22,23,24
TWEAK-Fn14 inh,1,-5,-5,-19,-1,-11,-18,6
SRC1 inh,7,-24,-31,-26,-70,-1,-27,-3
NCOA3 inh,19,16,5,-2,13,22,3,-17
COUP-TFII inh,25,7,5,-15,0,-6,4,-2
Shn3 3UTR inh,9,3,3,9,-8,-1,11,15
CF NFkB block,1,5,-2,-32,4,-15,-11,-8
LMP1 NFkB inh,4,-5,5,-21,0,15,6,0
NR5A2 inv ag,-5,0,10,12,9,-6,25,4
KKLEB cytotox,5,-2,4,2,0,14,-1,-29
TROY NFkB inh,1,5,11,-14,4,-22,-5,-2
C8 TRAIL sens,-9,-17,-9,9,-1,12,-22,18

25) O=C(CCC(=O)NNc1nc2ccccc2c2nc(-c3ccccc3)nn12)NCCCN1CCCC1=O
26) CCn1nc(C)c(/C=N/NC(=O)c2ccc3c(c2)c(C)c(C)n3Cc2ccccc2)c1C
27) COc1ccc(N2CCN(Cc3nc(N)nc(Nc4ccc(C)c(Cl)c4)n3)CC2)cc1
28) O=C1CNC(=O)N1c1ccc(Cl)cc1
29) CN1CCN(NC(=S)Nc2ccc(Oc3ccccc3)cc2)CC1
30) O=C1C(=O)c2ccccc2C(O)=C1C1CCC(c2ccc(Cl)cc2)CC1 (stereo unspecified)
31) Cc1ccc(NC2SC(=O)N(Cc3cccc(C(=O)O)c3)C2=O)cc1 (stereo unspecified)
32) Cc1ccc(Nc2nc(-c3c(C)nc4ccccn34)cs2)cc1

entry no.,25,26,27,28,29,30,31,32
TWEAK-Fn14 inh,-4,-51,46,-1,8,36,0,95*
SRC1 inh,11,-8,-30,-3,13,-14,-19,-45
NCOA3 inh,-14,-2,10,16,11,-7,-10,17
COUP-TFII inh,-8,-10,9,-2,12,-12,0,-48
Shn3 3UTR inh,15,.,21,7,19,-12,-5,52
CF NFkB block,4,-18,9,21,-12,27,0,33
LMP1 NFkB inh,-3,8,-2,7,-6,0,-13,-2
NR5A2 inv ag,7,-4,-12,19,14,23,-13,-3
KKLEB cytotox,-2,5,-16,-8,14,-14,1,-20
TROY NFkB inh,-1,-8,2,6,8,40,-15,59*
C8 TRAIL sens,-1,-22,5,6,8,4,6,13

33) CS(=O)(=O)N(CC(=O)N1CCCCCC1)c1cccc([N+](=O)[O-])c1
34) Cc1ccc(-n2nnnc2-c2cnn(-c3cccc(F)c3)c2C(F)(F)F)cc1
35) CCCCNC(=O)c1cccc(S(=O)(=O)N2CC3(C)CC2CC(C)(C)C3)c1 (stereo unspecified)
36) CCCCN1C(=O)C(NC(=O)CC(C)C)(C(F)(F)F)C2=C1CC(C)(C)CC2=O (stereo unspecified)
37) O=C(N/N=C/c1cccc(C(F)(F)F)c1)c1ccccc1O
38) O=C(COc1ccc(Br)cc1)N/N=C1/SCC(=O)N1Cc1ccco1
39) Cc1noc(C)c1C(=O)Nc1ccccn1
40) O=C(N/N=C/c1cc2c(cc1[N+](=O)[O-])OCO2)c1ccccn1

entry no.,33,34,35,36,37,38,39,40
TWEAK-Fn14 inh,12,11,4,-6,-18,2,14,-9
SRC1 inh,3,-21,-11,15,-28,8,-34,-50
NCOA3 inh,-32,10,24,9,-35,-7,-7,-22
COUP-TFII inh,19,15,2,-6,-28,3,-5,-17
Shn3 3UTR inh,-9,30,10,8,-44,-1,-13,-10
CF NFkB block,-5,5,23,-8,-3,-3,-7,-24
LMP1 NFkB inh,1,0,-8,17,-4,-13,-2,-15
NR5A2 inv ag,-4,12,-17,-6,-28,-5,2,-48
KKLEB cytotox,2,1,-32,13,3,-7,11,17
TROY NFkB inh,2,17,-19,-5,-55,-18,-2,2
C8 TRAIL sens,-5,13,-5,3,-5,-4,5,12

Reformatted with bars between the fields: 5 of the compounds above.
# | molecule | TWEAK-Fn14 inh | SRC1 inh | NCOA3 inh | COUP-TFII inh | Shn3 3UTR inh | CF NFkB block | LMP1 NFkB inh | NR5A2 inv ag | KKLEB cytotox | TROY NFkB inh | C8 TRAIL sens
33 | CS(=O)(=O)N(CC(=O)N1CCCCCC1)c1cccc([N+](=O)[O-])c1 | 12 | 3 | -32 | 19 | -9 | -5 | 1 | -4 | 2 | 2 | -5
34 | Cc1ccc(-n2nnnc2-c2cnn(-c3cccc(F)c3)c2C(F)(F)F)cc1 | 11 | -21 | 10 | 15 | 30 | 5 | 0 | 12 | 1 | 17 | 13
35 | CCCCNC(=O)c1cccc(S(=O)(=O)N2CC3(C)CC2CC(C)(C)C3)c1 (stereo unspecified) | 4 | -11 | 24 | 2 | 10 | 23 | -8 | -17 | -32 | -19 | -5
36 | CCCCN1C(=O)C(NC(=O)CC(C)C)(C(F)(F)F)C2=C1CC(C)(C)CC2=O (stereo unspecified) | -6 | 15 | 9 | -6 | 8 | -8 | 17 | -6 | 13 | -5 | 3
37 | O=C(N/N=C/c1cccc(C(F)(F)F)c1)c1ccccc1O | -18 | -28 | -35 | -28 | -44 | -3 | -4 | -28 | 3 | -55 | -5

The results go on.
41) C1CCN(c2nc3nonc3nc2N2CCCC2)C1
42) CCOC(=O)C1CCCN(C(=O)c2cn(CC)c3ccc(S(=O)(=O)N(C)C)cc3c2=O)C1 (stereo unspecified)
43) C=CCc1ccc(OCCCCN2CCC(C)CC2)c(OC)c1
44) COc1ccc(N2CCN(C(=O)c3cc(C4CC4)nn3-c3ccccc3)CC2)cc1
45) COc1cc(OC)c(NS(=O)(=O)c2ccc3c(c2)NC(=O)CO3)cc1Cl
46) Cc1ccccc1-c1nc2sc3c(c2c(=O)n1N)CCCC3
47) Cc1ccccc1CN1C(=O)C(C)S/C1=N/N=C/c1ccco1 (stereo unspecified)
48) Cc1cc(NS(=O)(=O)c2ccc(NC(=O)c3ccc(Cl)cc3Cl)cc2)no1
49) CCCn1c(N)c(C(=O)CSc2nnc3n2CCCCC3)c(=O)[nH]c1=O
50) O=C(Nc1cccc(Cl)c1Cl)c1ccc(-c2ccccc2)cc1
51) C1=Nc2c(NCc3ccccc3)ncnc2Oc2ccccc21

entry no.,41,42,43,44,45,46,47,48,49,50,51
TWEAK-Fn14 inh,-17,-4,-12,-1,15,71*,8,16,12,-26,-41
SRC1 inh,-8,-25,2,5,11,-6,-3,5,-7,-67,-10
NCOA3 inh,4,8,9,-1,11,17,24,-24,-13,-48,-36
COUP-TFII inh,0,15,15,-10,-9,16,19,10,-2,-21,-4
Shn3 3UTR inh,-29,-4,-5,-16,50,-57,-8,-3,-12,-18,11
CF NFkB block,-6,10,-14,6,1,-18,10,2,-23,2,5
LMP1 NFkB inh,-8,-9,-6,-2,3,-15,-4,-4,-1,-24,8
NR5A2 inv ag,-9,-9,2,-6,1,-4,0,-34,-3,-13,-6
KKLEB cytotox,7,-6,1,1,17,-13,-10,-3,-3,-10,-21
TROY NFkB inh,-1,-10,-4,2,12,77*,-16,0,-8,-83,-42
C8 TRAIL sens,-22,6,11,-20,-9,54*,17,-9,1,2,22
